# Assay outcomes as filed in PubChem BioAssay.
# CXCR6 block: blocks human CXCR6 beta-arrestin recruitment; AID 602244; inhibition, % at 20 µM; actives 0.36% (n = 360,000); CHO-K1 PathHunter CXCR6 beta-arrestin, luminescence; in the data active = inhibition above about 34%, passing the limit was not always enough;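 note: antagonist mode with CXCL16 agonist at 10 nM final; 0% = 10 nM CXCL16 with DMSO and 100% = unstimulated wells without agonist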
# Target sequence (O00574 whole entry, looked up): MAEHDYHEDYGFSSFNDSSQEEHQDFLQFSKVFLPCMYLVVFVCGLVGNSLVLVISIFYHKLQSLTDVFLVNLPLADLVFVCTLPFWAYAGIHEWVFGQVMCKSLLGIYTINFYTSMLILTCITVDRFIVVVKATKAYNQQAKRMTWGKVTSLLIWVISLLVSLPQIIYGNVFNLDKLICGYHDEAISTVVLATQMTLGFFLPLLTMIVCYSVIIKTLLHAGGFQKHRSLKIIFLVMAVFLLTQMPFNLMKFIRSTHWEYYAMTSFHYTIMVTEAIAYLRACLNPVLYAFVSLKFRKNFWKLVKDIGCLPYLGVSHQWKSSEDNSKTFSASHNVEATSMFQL
# EBI2 antag: EBI2 (human) antagonism; actives 0.81% (n = 360,000); EBI2 beta-arrestin recruitment, luminescence, 7a,25-OHC stimulated; P32249; inhibition, % at 5 µM; in the data active = inhibition above about 38%;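 note: enzyme fragment complementation signal reports receptor beta-arrestin coupling in cells; 0% = agonist plus DMSO wells and 100% = wells without agonist; some results beyond the cut were filed as inactive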
# Target sequence (P32249 whole entry, looked up, the tested form may be a part): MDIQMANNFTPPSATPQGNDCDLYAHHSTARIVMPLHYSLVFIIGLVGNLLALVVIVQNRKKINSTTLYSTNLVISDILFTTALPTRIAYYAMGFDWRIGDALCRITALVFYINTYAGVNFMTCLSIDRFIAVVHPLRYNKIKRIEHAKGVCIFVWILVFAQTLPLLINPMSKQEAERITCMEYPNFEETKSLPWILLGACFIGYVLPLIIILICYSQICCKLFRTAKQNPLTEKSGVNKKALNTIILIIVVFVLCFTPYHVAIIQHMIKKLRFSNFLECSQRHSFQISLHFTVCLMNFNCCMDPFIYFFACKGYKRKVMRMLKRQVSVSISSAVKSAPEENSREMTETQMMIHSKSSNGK
# Mdm2 MdmX PPI: inhibitors of human Mdm2/MdmX interaction | SaOS-2 split-luciferase Mdm2/MdmX complementation, luminescence | O15151+Q00987 | actives 3% (n = 330,000) | inhibition, % at 8 µM | AID 485346;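 active = inhibition of at least 50% at 8 µM in the primary screen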
# APJ antag: antagonists of human APJ apelin receptor; P35414; CHO-K1 APJ beta-arrestin complementation, luminescence; inhibition, % at 20 µM; actives 0.32% (n = 330,000);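 active = inhibition above about 40% at 20 µM, limit read from the data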;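 note: cells challenged with 10 nM apelin-13 agonist together with compound; plate controls were apelin-13 plus DMSO wells for no effect and DMSO wells lacking apelin-13 for full effect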
# CCR6 antagonist: antagonists of human CCR6 receptor; actives 0.49% (n = 340,000); AID 493098; inhibition, % at 20 µM; CHO-K1 CCR6 PathHunter beta-arrestin, luminescence, CCL20-stimulated;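 active = compounds whose inhibition of the agonist-driven luminescence signal at 20 µM reaches about 50%, limit read from the data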;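 note: cells stimulated with CCL20 at 14 nM final; plate controls were DMSO with CCL20 for no effect and DMSO without agonist for full effect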
# Target sequence (P51684 whole entry, looked up): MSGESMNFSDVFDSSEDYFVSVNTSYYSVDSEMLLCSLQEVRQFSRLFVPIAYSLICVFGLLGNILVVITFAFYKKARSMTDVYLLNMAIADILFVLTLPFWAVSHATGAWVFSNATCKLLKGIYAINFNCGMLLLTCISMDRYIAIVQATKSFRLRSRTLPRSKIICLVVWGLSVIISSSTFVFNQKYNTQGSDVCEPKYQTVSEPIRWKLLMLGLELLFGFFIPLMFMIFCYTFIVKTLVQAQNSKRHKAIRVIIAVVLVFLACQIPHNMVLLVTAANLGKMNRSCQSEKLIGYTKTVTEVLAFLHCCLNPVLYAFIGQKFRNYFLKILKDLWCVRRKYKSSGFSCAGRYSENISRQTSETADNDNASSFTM
# CHOP UPR activ: apoptotic UPR (CHOP) activation | CHO-CHOP luciferase reporter, luminescence; percent of tunicamycin response over DMSO baseline | activation, % at 10 µM | actives 0.34% (n = 330,000) | AID 449763;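 active = at 10 µM dose, activation of 40% or more, normalized to positive control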;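 note: 100% = tunicamycin at 10 µg/mL and 0% = DMSO alone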
#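 measured by = luciferase luminescence | assay system = CHO-CHOP cells, stable luciferase reporter of PERK-eIF2a-CHOP signalling | amount = 500 reporter cells seeded per well | timing = 6 h compound exposure at 37 °C after overnight seeding | controls = positive tunicamycin 10 µg/mL, negative DMSO alone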
# tim23-1 inh: inhibits growth of tim23-1 mutant yeast. AID 463212. inhibition, % at 20 µM. actives 1.3% (n = 330,000). S. cerevisiae tim23-1 growth, BacTiter-Glo luminescence, 24 h;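 active = growth inhibition of the mutant yeast at or above 50%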;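 note: temperature-sensitive mutant grown at 25 °C; plate controls were DMSO-treated mutant yeast for no effect and medium wells lacking yeast for full effect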
# UPR XBP1 act: activators of adaptive arm of unfolded protein response (XBP1); CHO-XBP1 luciferase reporter, IRE1-XBP1 UPR activation, luminescence; percent of tunicamycin response, DMSO as zero; activation, % at 20 µM; actives 0.33% (n = 330,000); AID 463104;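 active = versus positive control, 20 µM dose yields 30% or more activation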;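 note: 100% = tunicamycin at 10 µg/mL and 0% = DMSO only wells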
#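 Test system: CHO-XBP1 luciferase reporter cells | Buffer or medium: Serum-containing F12 medium, 10% FBS | Schedule: 6 h compound exposure at 37 °C, 5% CO2 | Detection: Steady-Glo luciferase glow luminescence, 10 min after reagent addition | Read-out basis: Activation, % of tunicamycin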
# APJ ag: activates the human apelin receptor APJ | P35414 | CHO-K1 APJ PathHunter beta-arrestin, luminescence; 0% DMSO wells, 100% apelin | activation, % at 20 µM | actives 0.11% (n = 330,000);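 active = activation more than six SD over the plate average, tested at 20 µM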;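 note: 0% = DMSO alone and 100% = apelin-13 at 10 nM; some results filed as inactive read as strong as hits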
#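 Assay system: CHO-K1 cells stably expressing ProLink-tagged human APJ and arrestin–beta-gal acceptor. Compound dosing: 20 µM single point, 1% DMSO. Times: 16-18 h seeding, 90 min dark compound exposure, 60 min detection. Detection: beta-gal luminescence. Evaluation: APJ–arrestin association signal. Controls: negative DMSO alone, positive Apelin-13 at 10 nM.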
# * marks the source's active call; other numbers are inactive results; / = not tested or not shown. The list is partial (hit frequency here may not be typical).
Compound,CXCR6 block,EBI2 antag,Mdm2 MdmX PPI,APJ antag,CCR6 antagonist,CHOP UPR activ,tim23-1 inh,UPR XBP1 act,APJ ag
O=S(=O)(Nc1ccc(-c2ccc(N3CCOCC3)nn2)cc1)c1cc(Cl)ccc1Cl,4,-2,8,-20,30,-0.5,36,-4,6
NCCCCCc1nnc(SCC(N)=O)o1,3,-7,21,9,3,1.7,28,-2,-4
C/C(=N\NC(=O)c1ccc(-c2ccccc2)cc1)c1cccc(N)c1,-1,-18,-1,-18,-8,0.1,-2,4,0
CCSC1=NC(=O)/C(=C2/C=Cc3ccccc3N2CC)S1,28,9,7,25,41,-4.0,17,-2,-2
CCCn1c(SCC(=O)NC2CC2)nnc1-c1ccccn1,-2,-10,-11,-10,5,-0.1,11,-1,-3
CCOc1ccc(Cl)cc1CSc1n[nH]c(C)n1,7,-10,-16,-5,-10,-0.1,-5,-2,-3
COc1ccc(N=C2C(=O)Nc3c(C)cccc32)cc1,11,14,15,24,39,-2.0,-4,1,-6
Cc1cc2nnc(SCC(=O)N(C)C3CCS(=O)(=O)C3)n2c2ccccc12 (stereo unspecified),-4,-3,-3,-1,6,-1.0,-8,-2,-3
O=C(NCc1ccc(F)cc1)c1cccc2c1C(=O)c1ccc(N3CCC(Cc4ccccc4)CC3)cc1S2(=O)=O,3,-3,28,15,2,2.6,-2,-4,1
CCOC(=O)c1cc(C)sc1/N=C/C1C(=O)CC(C)(C)CC1=O,-3,-17,20,-14,3,6.7,24,1,0
O=C(CN1C2CCCC1CC(NC(=O)c1ccccc1)C2)Nc1nccs1 (stereo unspecified),5,0,-11,-8,-9,-0.2,23,3,-1
O=C(CSc1nnc(-c2ccncc2)n1-c1ccccc1)Nc1ccc(C(=O)O)cc1,4,8,-28,2,-6,1.1,0,-3,-3
CCOc1ccccc1OC(C)C(=O)Nc1ccc(S(=O)(=O)N2CCCC2)cc1 (stereo unspecified),-1,-10,22,1,32,1.6,30,0,-6
O=C(C1CC1)N1CCc2cc(S(=O)(=O)NCCC3=CCCCC3)ccc21,4,12,21,8,5,-1.5,31,-1,2
CCNC(=S)NNC(=O)c1ccncc1,-4,-5,8,-8,-10,0.6,-7,-3,-3
CCc1ccccc1NC(=O)CN(C)C(=O)CSc1nnc(Nc2cccc(C)c2C)s1,6,5,22,-10,4,-1.0,7,-1,-2
N#CCCN(Cc1cccnc1)C(=S)NC(=O)C1CC1,/,/,11,-1,/,-1.5,-2,-2,-2
Cc1cc(C)n2cc(CSc3nc4ccccc4[nH]3)nc2n1,1,-3,9,-13,13,1.5,-4,1,-4
CSc1ccc(CCNS(=O)(=O)c2ccc3c(c2)C(C)(C)C(=O)N3C)cc1,-4,-1,19,5,13,-1.5,17,-3,-4
CCOC(=O)Cc1nnc(NC(=O)C23CC4CC(CC(C4)C2)C3)s1,-6,-5,9,12,5,1.7,32,0,-2
COCCNc1cc(NCCOC)c([N+](=O)[O-])cc1[N+](=O)[O-],12,0,3,-4,0,-0.8,5,-3,-2
CCCCNC(=O)NNc1nc(Cl)cc(C)c1C#N,-6,-3,-16,12,2,1.8,0,-6,-3
CC(NC(=O)CC1Nc2ccccc2NC1=O)c1ccccc1 (stereo unspecified),-14,-12,13,7,-33,-0.8,10,-4,-2
CCOP(=O)(Nc1ccc2oc(=O)c3ccccc3c2c1)OCC,-4,-1,41,15,2,1.9,12,0,-5
Cc1cccc(-n2c(O)c(C=Nc3cccc(O)c3)c3ccccc3c2=O)n1,6,-7,-4,22,22,-0.2,16,-2,2
CCc1nnc(NC(=O)c2cccnc2)s1,2,-2,-23,5,11,0.9,6,2,1
COC(=O)[C@@H](c1ccccc1)N(C)S(=O)(=O)c1cccc(S(=O)(=O)N(C)[C@@H](C(=O)OC)c2ccccc2)c1,11,14,8,7,21,0.2,21,0,1
Cc1nc2ccc(C(=O)Nc3ccc4nc[nH]c4c3)cc2[nH]1,-4,-2,-7,-11,-19,2.1,3,-5,5
CCSc1nnc2ccc(-c3ccco3)nn12,-7,9,18,23,11,0.4,-7,-2,0
Cc1ccc(F)cc1N=Cc1c(O)c2ccccc2oc1=O,5,-3,8,7,0,148*,8,76*,-1
COCC1CCCN(C(=O)c2ccc3nc(Cc4cccc(Cl)c4)oc3c2)C1 (stereo unspecified),11,12,-38,6,9,5.3,31,-2,-6
CCn1c(/C=C/c2cccc([N+](=O)[O-])c2)nc2ccccc2c1=O,-9,5,36,-15,9,-1.4,36,0,-4
COc1cc2[nH]c(=O)n(CCC(=O)N3CCC(N4CCCCC4)CC3)c(=O)c2cc1OC,0,7,20,-2,1,2.7,-9,1,-4
CC1(C)Cc2c(cnn2-c2ccccc2)C(NC(=O)CCN2CCCC2=O)C1 (stereo unspecified),-5,-11,-2,-10,5,1.1,6,-1,-5
O=C(c1cccc2ccccc12)N1CCN(CC2CC=CCC2)CC1 (stereo unspecified),-8,34,4,0,4,-1.2,28,-2,-4
O=C(COc1ccc(Cl)cc1)NCCNC(=O)c1cnccn1,5,-3,-5,-1,15,0.5,-4,-1,0
CCCOc1ccc(-c2c(C(=O)N/N=C/c3ccc(C)o3)nnn2-c2nonc2N)cc1,9,8,15,-7,20,2.3,3,-1,0
Cc1cccc(NC(=O)CCC2CCN(C(=O)c3ccc(C)s3)CC2)c1,5,7,17,6,25,-1.9,33,-3,-4
COc1ccc(NC(=S)c2ccccc2)cc1,4,-6,-30,5,10,2.8,10,0,-2
COc1cccc(N(CC(=O)N2CCCC2)S(C)(=O)=O)c1,-4,1,18,-20,10,-1.0,-3,-2,0
O=C1c2ccccc2CC1Sc1nnc(-c2ccncc2)o1 (stereo unspecified),3,6,-2,-9,15,-0.2,16,2,3
Cn1c(SCC(=O)NC2CCCC2)nnc1-c1ccc(S(=O)(=O)N2CCOCC2)cc1,11,-11,20,4,3,-0.7,-15,3,-1
Cn1c(N)c(C(=O)COC(=O)c2ccc(-c3ccccc3)cc2)c(=O)n(C)c1=O,-5,8,4,-5,-5,0.0,32,-4,0
O=C1CC(c2ccc(Cl)c([N+](=O)[O-])c2)c2ccc3ccccc3c2N1 (stereo unspecified),5,30,36,18,18,2.6,35,-1,1
COc1cccc(N=Nc2c(N)[nH][nH]c2=O)c1,5,-1,15,7,9,1.4,11,-2,-2
COC(=O)c1ccc(N=Cc2c(C(F)(F)F)[nH][nH]c2=O)cc1,7,-10,-8,13,-4,-1.1,2,-4,-2
Cn1c(=O)c(C(=O)Nc2ccccc2S(N)(=O)=O)c(O)c2ccccc21,-5,-5,-16,3,-1,1.4,15,0,-3
CCCCCCn1c(=O)[nH]c2c(c1=O)CCC2,-8,-6,30,21,-3,-0.6,6,0,-1
COC(=O)c1cc(S(=O)(=O)NCCN2CCN(c3ccccc3F)CC2)c[nH]1,-4,-11,40,3,14,-1.1,9,-1,-5
O=C(NCc1cccnc1)c1cnc2n(c1=O)CCS2,-1,-2,19,26,7,-0.2,-9,0,2

# Remaining list, next part:
Compound,CXCR6 block,EBI2 antag,Mdm2 MdmX PPI,APJ antag,CCR6 antagonist,CHOP UPR activ,tim23-1 inh,UPR XBP1 act,APJ ag
O=C(CSC1=NS(=O)(=O)c2cc(F)ccc2N1)Nc1ccc(F)cc1,-8,-1,30,-1,1,1.1,15,-1,7
CC(=O)c1ccc(NC(=S)NCC(c2ccco2)N2CCCC2)cc1 (stereo unspecified),-7,1,-21,5,1,3.7,5,3,-3
Cc1ccc(NC(=O)CCN2C(=O)c3ccccc3C2=O)cc1,2,-10,20,-1,10,3.9,15,-4,-2
CCN(CC(=O)Nc1c(F)cccc1F)C(=O)CNC(=O)COc1ccccc1,0,-1,17,5,-9,-0.7,17,0,2
CC(C)(C)n1nc2c(c1NC(=O)c1ccc([N+](=O)[O-])cc1)CS(=O)(=O)C2,-5,-11,12,7,-6,2.0,-7,-10,2
CC(C)n1cnc2c(N(C)c3ccccc3)nc(N(CCN(C)C)Cc3ccccc3)nc21,1,17,58*,12,18,1.0,13,10,0
O=C(O)c1ccccc1-c1ccccc1C(=O)Nc1cccc(-c2nc3ccccc3o2)c1,-6,5,4,4,-1,-0.4,13,0,-1
COCCn1c(SCC(=O)Nc2ccc(F)cc2)nc2c([nH]c3ccccc32)c1=O,-1,8,2,-10,4,-1.8,8,-5,3
CC(/C=N/NC(=O)c1cccs1)=C\c1ccco1,2,-4,-118,8,-3,5.5,64*,0,-5
c1ccc(Oc2cc(-n3cccn3)ncn2)cc1,1,-4,-50,8,8,2.4,13,0,0
COc1cccc(-n2cnc3c(sc4nc(N5CCOCC5)c5c(c43)CCCC5)c2=O)c1,-2,18,24,-7,1,2.3,15,4,-1
Cc1ccccc1C(=O)NC(=S)Nc1sc2c(c1C#N)CCC(C)C2 (stereo unspecified),18,14,42,14,23,-1.5,10,0,-2
CC(=O)N(C)c1ccc(N=NC2C(=O)N(C(N)=S)N=C2C)cc1 (stereo unspecified),10,-4,-57,-1,21,-0.5,15,-6,-3
CCNC(=S)NNC(=O)c1ccc2ncccc2c1,-1,-5,-20,5,8,2.2,-1,2,-5
COc1cc(O)c(C(CC(=O)N2CCCC(C)C2)c2cc(OC)c(OC)c(OC)c2)c(OC)c1 (stereo unspecified),1,-6,13,9,6,1.0,0,-5,5
COc1ccc(NC(=O)CC2C(=O)N(c3ccc(Cl)cc3)C(=S)N2NC(=O)c2cccc(F)c2)cc1 (stereo unspecified),12,-3,-1,-13,6,3.1,-17,-1,-1
O=C(Nc1ccc(S(=O)(=O)Nc2ccccn2)cc1)c1ccccc1,3,-6,18,-21,-3,-0.5,-14,-4,10
CCN(CCNc1ccc(Cl)cc1[N+](=O)[O-])C(=O)c1cc([N+](=O)[O-])c(N(C)C)cc1OC,16,10,0,9,38,1.1,22,1,-4
CC(=O)Nc1ccc(-n2c(C)c(C(C)=O)c(C(C)=O)c2C)cc1,1,-7,23,7,-5,-1.4,15,-3,1
COc1ccccc1N(CCC#N)C(=O)CSc1ccc2c(c1)OCCO2,0,-3,6,1,5,-1.6,15,0,-4
CCc1noc(C)c1C(=O)NNC(=O)c1ccc(F)cc1,-1,-10,9,-43,-7,-0.4,-14,0,-6

# Whole records as entered above.
# Listed for O=C(Nc1ccc(S(=O)(=O)Nc2ccccn2)cc1)c1ccccc1 → CXCR6 block: 3; EBI2 antag: -6; Mdm2 MdmX PPI: 18; APJ antag: -21; CCR6 antagonist: -3; CHOP UPR activ: -0.5; tim23-1 inh: -14; UPR XBP1 act: -4; APJ ag: 10
# Listed for O=C(CSC1=NS(=O)(=O)c2cc(F)ccc2N1)Nc1ccc(F)cc1 → CXCR6 block: -8; EBI2 antag: -1; Mdm2 MdmX PPI: 30; APJ antag: -1; CCR6 antagonist: 1; CHOP UPR activ: 1.1; tim23-1 inh: 15; UPR XBP1 act: -1; APJ ag: 7
